Source: PubChem BioAssay
CRE-bla Fsk: alters forskolin-stimulated CRE reporter signaling in CHO cells. AID 662. Potency, µM (doses to about 38.2 µM), without a hit: at the highest dose activity change, negative = inhibition, most hits filed as activators. 71,000 compounds, 2.5% hits. CHO CRE-bla reporter (cAMP response element driving beta-lactamase), forskolin EC10, beta-lactamase ratio; active = well fitted activation curve with a large enough effect in the signal ratio, with a control signal flat, not every such curve was filed as active; inconclusive = small, poorly fitted or top-dose-only effect, or effect the other way, or a change in a side signal; the % refers to the signal ratio; note: potency is the fitted concentration of half-maximal effect; % of control where 0% means no effect
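Forskolin analogue NKH 477 at EC10 stimulated CRE-driven beta-lactamase in CHO cells alongside compound dilution series. Beta-lactamase was measured with CCF4, excitation 405 nm, emission ratio 460/530 nm.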
HADH2 inh: HADH2 (human) dehydrogenase inhibition; Potency, µM (highest dose often 57.1 µM), without a hit: top-dose activity change, negative = inhibition, most hits filed as inhibitors; 73,000 compounds, 3.4% hits; recombinant HADH2, NADH fluorescence, beta-hydroxybutyryl-CoA; Q99714; note: potency is the fitted concentration of half-maximal effect; % is set by controls: 0 for no effect and ±100 for the full control effect; nearly all actives have a fitted effect of over 60% in size; many of its hits are not listed in these tables
Target sequence (Q99714 whole entry, looked up, one chain of several): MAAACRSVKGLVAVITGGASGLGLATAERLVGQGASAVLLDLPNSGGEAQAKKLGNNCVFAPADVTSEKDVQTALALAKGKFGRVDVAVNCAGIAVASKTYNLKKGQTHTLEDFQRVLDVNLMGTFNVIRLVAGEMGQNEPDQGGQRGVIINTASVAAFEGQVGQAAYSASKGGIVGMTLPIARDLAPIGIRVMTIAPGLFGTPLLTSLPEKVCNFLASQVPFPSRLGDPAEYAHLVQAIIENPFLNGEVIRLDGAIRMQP
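E. coli-expressed His-tagged HADH2 tested at 20 nM in alkaline Tris buffer (pH 9.0); oxidation of 90 uM beta-hydroxybutyryl-CoA with 1 mM NAD+ tracked fluorimetrically for 4 min.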
ERK AVP inh: blocks ERK signaling stimulated by vasopressin; HEK293-V1b, vasopressin-stimulated pERK AlphaScreen; Potency, µM (highest dose often 57.5 µM), for the others: at the highest dose activity, negative = inhibition, hits mostly inhibitors; 72,000 compounds, 0.99% hits; note: potency is the fitted concentration of half-maximal effect; % is set by controls: 0 for no effect and ±100 for the full control effect; nearly all actives have a fitted effect of over 55% in size
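HEK293 cells stably expressing V1b receptor, seeded overnight in 1% FBS, were treated with compounds for 30 min at 37C, then stimulated 5 min with 25 nM vasopressin; phospho-ERK read by AlphaScreen SureFire after lysis.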
Pol III holo inh: DNA polymerase III holoenzyme inhibition; AID 603; 71,000 compounds, 0.25% hits; reconstituted DNA polymerase III holoenzyme replication, biochemical; Potency, µM (highest dose often 57.1 µM), inactives show top-dose activity change, negative = inhibition; note: potency is the fitted concentration of half-maximal effect; % is set by controls: 0 for no effect and ±100 for the full control effect
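Reconstituted *E. coli* holoenzyme (0.35 nM Pol III, 1 nM beta, 154 nM SSB, 2 nM primase) was preincubated with compound for 15 min at RT. Synthesis on 1.4 nM ssM13Gori ran 35 min, then was stopped with PicoGreen/EDTA and read as dsDNA fluorescence.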
Tau filament bind: tau filament binding | P10636 | recombinant tau filaments, thioflavin S fluorescence, 15 h; filaments grown with octadecylsulfate alongside compound | Potency, µM (highest dose often 57.1 µM), inactives show at the highest dose activity change, negative = inhibition | 71,000 compounds, 2% hits;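 note: potency is the fitted concentration of half-maximal effect; % is set by controls: 0 for no effect and ±100 for the full control effect; actives lower thioflavin S fluorescence by blocking filaments or displacing dye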
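Recombinant tau protein (human, 1 uM final) plus 30 uM ODS in HEPES pH 7.4 with NaCl, DTT and thioflavine S. Compound present from the start; fluorescence at 510 nm after 15 h, 37 C.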
ALOX15 inhib: 15-hLO (ALOX15) enzyme inhibition; purified 15hLO-1, xylenol orange hydroperoxide absorbance; Potency, µM (top dose mostly 57.1 µM), for the others: top-dose activity change, negative = inhibition, usual class: inhibitors; 74,000 compounds, 1.4% hits; note: potency is the fitted concentration of half-maximal effect; % is set by controls: 0 for no effect and ±100 for the full control effect; nearly all actives have a fitted effect of over 55% in size
Target sequence (P16050 whole entry, looked up): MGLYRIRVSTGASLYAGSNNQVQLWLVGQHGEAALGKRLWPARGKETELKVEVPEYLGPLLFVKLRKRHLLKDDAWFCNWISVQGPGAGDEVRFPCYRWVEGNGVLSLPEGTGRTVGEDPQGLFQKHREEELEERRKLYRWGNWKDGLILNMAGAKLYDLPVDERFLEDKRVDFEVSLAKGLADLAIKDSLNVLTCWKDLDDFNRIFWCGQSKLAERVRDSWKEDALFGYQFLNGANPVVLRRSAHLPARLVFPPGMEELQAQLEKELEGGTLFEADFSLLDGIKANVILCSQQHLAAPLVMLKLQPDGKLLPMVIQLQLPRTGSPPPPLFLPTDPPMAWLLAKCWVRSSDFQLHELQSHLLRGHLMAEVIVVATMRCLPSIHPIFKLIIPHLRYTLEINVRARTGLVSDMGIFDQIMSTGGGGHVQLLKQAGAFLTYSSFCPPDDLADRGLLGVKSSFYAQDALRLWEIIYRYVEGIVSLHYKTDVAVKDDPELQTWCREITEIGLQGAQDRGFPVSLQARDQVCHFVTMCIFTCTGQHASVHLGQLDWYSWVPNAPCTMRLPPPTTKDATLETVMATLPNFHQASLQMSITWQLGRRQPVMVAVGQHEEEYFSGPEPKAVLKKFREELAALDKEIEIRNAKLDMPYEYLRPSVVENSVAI
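Purified human 15hLO-1 (40 nM) in 25 mM Hepes pH 7.5, 0.01% Triton X-100, preincubated 15 min RT with compound, then 50 uM arachidonic acid for 6 min. Hydroperoxide read by ferrous/xylenol orange, 30 min; 573/405 nm absorbance ratio gave progress.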
FLuc inh: firefly luciferase inhibition; P08659; purified firefly luciferase, luminescence, 8 min; Potency, µM (doses to about 57.1 µM), without a hit: at the highest dose activity change, negative = inhibition, usual class: inhibitors; 72,000 compounds, 2.2% hits; note: potency is the fitted concentration of half-maximal effect; % is set by controls: 0 for no effect and ±100 for the full control effect; nearly all actives have a fitted effect of over 40% in size
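Here, luciferase activity is measured as luminescence following an 8 min room-temperature reaction at 10 uM ATP, pH 7.2. Every library sample is titrated.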
HBB splicing: alters splicing of the hemoglobin beta chain | HBB splicing reporter cell assay, activation; EGFP reporter with mutant IVS2-654 intron; response scale: normalised to 500 nM splice-correcting PNA | Potency, µM (top dose mostly 46.1 µM), inactives show top-dose activation, most hits filed as activators | 65,000 compounds, 0.06% hits | AID 925; note: potency is the fitted concentration of half-maximal effect; 0% is about no effect
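HeLa cells stably expressing EGFP interrupted by mutant beta-globin intron 2 (IVS2-654), 500/well in 2% FCS. Treated with compound for 2 days at 37C. Splicing correction scored as total well GFP intensity (488 nm excitation, 500-520 nm emission); 500 nM antisense PNA served as control.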
Hsp90 Hop PPI: changes Hsp90-Hop TPR2A binding signal, up or down. AID 595. 71,000 compounds, 0.44% hits. Potency, µM (series often up to 57 µM), for inactives: at the top dose activity change, negative = inhibition. AlphaScreen TPR2A-His6 binding biotin-Hsp90 C-terminal peptide; active = well fitted curve in either direction with a large enough effect; inconclusive = small, poorly fitted or top-dose-only effect, or another doubt; note: potency is the fitted concentration of half-maximal effect; % is set by controls: 0 for no effect and ±100 for the full control effect; many of its hits are not listed in these tables
Rhodamine fluor: rhodamine region autofluorescence. Rhodamine-region fluorescence, 547/598 nm, Tris buffer; hits give high values. max dye-equivalent concentration, M. 59,000 compounds, 0.05% hits; in the data active = max dye-equivalent concentration above about 11 nM; inconclusive = between about 1.1 nM and that limit
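Read-out is relative fluorescence at 547 nm excitation and 598 nm emission, expressed as dye-equivalent concentration using rhodamine standards on every plate. Each compound was profiled across a concentration series after 15 min in 100 mM Tris, pH 8.0.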
Texas Red fluor: Texas Red region autofluorescence | max dye-equivalent concentration, M | Compound fluorescence, Texas Red channel, 547/618 nm; hits give high values | 59,000 compounds, 0.06% hits; in the data active = max dye-equivalent concentration above about 10 nM; inconclusive = between about 1.1 nM and that limit
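Compound fluorescence was read after 15 min at room temperature in 100 mM Tris, pH 8.0, using 547 nm excitation and 618 nm emission across a concentration series. It was expressed as Texas Red dye-equivalent concentration from an on-plate standard curve.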
Numbers without * were called inactive; i = inactive; ? = inconclusive; . = not tested or not shown; [ ] = dose if it differs, or a comment. Unless noted, calls come from the whole dose curve; as a rule, active = well fitted curve in the direction sought with a large enough effect; inconclusive = small, poorly fitted or top-dose-only effect, or another doubt; inactive = no such curve, though single readings can be large; an effect the other way counts as inactive or inconclusive.

Start of the data: the first 9 records as a preview:
SMILES	CRE-bla Fsk	HADH2 inh	ERK AVP inh	Pol III holo inh	Tau filament bind	ALOX15 inhib	FLuc inh	HBB splicing	Hsp90 Hop PPI	Rhodamine fluor	Texas Red fluor
COc1ccccc1NC(=O)N1CCCC1C(=O)NCc1ccc(F)cc1 (stereo not given)	-4%	-5%	-19%	1%	11%	-2%	4%	.	1%	i	i
COc1ccccc1NC(=O)Cn1c(CN2CCCCC2)nc2ccccc2c1=O	-9%	5%	-3%	-3%	-16%	3%	4%	2.8%[57.5 µM]	-5%	i	?
c1ccc(-c2nnc(SCc3cn4ccsc4n3)o2)cc1	10µM*	-8%	7%	5%	21%	7%	-4%	-2.5%	-3%	i	i
O=C(Nc1cccnc1)c1ccccc1F	6%	3%	22%	-12%	0%	2%	-1%	-0.4%[9.22 µM]	-1%	.	.
Cn1c(=O)c2c(nc(CN3CCc4ccccc4C3)n2Cc2cccc(Cl)c2)n(C)c1=O	-1%	9%	.	-3%	122%	?	1%	-1.1%	-6%	.	.
COCCn1c(=O)c(CCc2ccccc2)nc2cnc(Oc3ccc(OC)cc3)nc21	0%	3%	-4%	-7%	-5%	3%	1%[11.4 µM]	-0.4%	-1%	i	i
Cc1ccc(N2CC(C(=O)OCc3ccccc3F)CC2=O)cc1 (stereo not given)	-11%	9%	15%	-4%	-6%	-5%	2%	-1.8%	2%	i	i
COc1ccc(-c2cc(C(F)(F)F)nc(N3CCCCCC3)n2)cc1	25%	-12%	1%	10%	3%	-25%	3%	-2.2%	25µM*	i	i
CCN(CC)C(=O)c1cn(CC)c(=O)c2cc(OC)c(OC)cc12	?	-3%	-9%	1%	-3%	2%	1%	-2.0%	-2%	i	i

The listing, from the start:
SMILES	CRE-bla Fsk	HADH2 inh	ERK AVP inh	Pol III holo inh	Tau filament bind	ALOX15 inhib	FLuc inh	HBB splicing	Hsp90 Hop PPI	Rhodamine fluor	Texas Red fluor
COc1ccccc1NC(=O)N1CCCC1C(=O)NCc1ccc(F)cc1 (stereo not given)	-4%	-5%	-19%	1%	11%	-2%	4%	.	1%	i	i
COc1ccccc1NC(=O)Cn1c(CN2CCCCC2)nc2ccccc2c1=O	-9%	5%	-3%	-3%	-16%	3%	4%	2.8%[57.5 µM]	-5%	i	?
c1ccc(-c2nnc(SCc3cn4ccsc4n3)o2)cc1	10µM*	-8%	7%	5%	21%	7%	-4%	-2.5%	-3%	i	i
O=C(Nc1cccnc1)c1ccccc1F	6%	3%	22%	-12%	0%	2%	-1%	-0.4%[9.22 µM]	-1%	.	.
Cn1c(=O)c2c(nc(CN3CCc4ccccc4C3)n2Cc2cccc(Cl)c2)n(C)c1=O	-1%	9%	.	-3%	122%	?	1%	-1.1%	-6%	.	.
COCCn1c(=O)c(CCc2ccccc2)nc2cnc(Oc3ccc(OC)cc3)nc21	0%	3%	-4%	-7%	-5%	3%	1%[11.4 µM]	-0.4%	-1%	i	i
Cc1ccc(N2CC(C(=O)OCc3ccccc3F)CC2=O)cc1 (stereo not given)	-11%	9%	15%	-4%	-6%	-5%	2%	-1.8%	2%	i	i
COc1ccc(-c2cc(C(F)(F)F)nc(N3CCCCCC3)n2)cc1	25%	-12%	1%	10%	3%	-25%	3%	-2.2%	25µM*	i	i
CCN(CC)C(=O)c1cn(CC)c(=O)c2cc(OC)c(OC)cc12	?	-3%	-9%	1%	-3%	2%	1%	-2.0%	-2%	i	i
Clc1nc2ccccc2nc1Cl	?	-2%	11%	0%	0%	-12%	.	0.5%	-1%	.	.
CC(C)(C)c1ccc(-c2nnc(SCC(=O)O)n2N)cc1	-3%	-17%	15%	-4%	9%	7%	16µM*	-0.3%[57.5 µM]	1%	i	i
CC(C)Oc1ccc(C(CC(=O)O)NC(=O)CSc2ncn[nH]2)cc1 (stereo not given)	?	2%	-1%	5%	-6%	5%	2%	-2.5%	-5%	i	?
CCN1CCN(c2cc(C)c3cc(NC(=O)c4ccc5c(c4)OCO5)ccc3n2)CC1	4%	?	.	-7%	458%	-1%	-28%	-0.3%	-8%	.	.
CCOCc1nnc(NC(=O)c2ccco2)s1	-1%	-9%	-23%	-3%	8%	-4%	0%	-1.6%	-4%	i	i
CC1=C(C(=O)OC(C)C)C(C)NC(=O)N1 (stereo not given)	7%	-5%	-13%	-5%	-10%	7%	-1%	.	-2%	i	i
CCCCCOC(=O)NCCOC(=O)Nc1ccc(C(=O)OCC)cc1	9%	0%	-1%	-4%	-7%	-4%	2%	-3.8%	1%	i	i
Cc1ccc(-c2noc(CCC(=O)N3CCCC3)n2)cc1	11%	11%	-4%	1%	1%	-2%	2%	3.7%[1.84 µM]	-2%	i	i
C=CCn1c(SCC(=O)NC(=O)NCc2ccco2)nc2sc(C)c(C)c2c1=O	4%	-5%	6%	2%	i	1%	-1%	0.1%[57.5 µM]	-1%	i	i
CC(=O)c1ccc(OCC(=O)NC2CCS(=O)(=O)C2)cc1 (stereo not given)	-1%	1%	-4%	0%	5%	9%	1%	-0.2%	0%	i	i
CC1CCCN(C(=O)C2c3ccccc3C(=O)N3CCc4ccccc4C23)C1 (stereo not given)	?	4%	-6%	-4%	9%	0%	1%	2.2%	-6%	i	i
Cc1c(C(=O)OCC(=O)N2c3ccccc3CC2C)oc2ccccc12 (stereo not given)	0%	-3%	22%	-5%	11%	-6%	-2%	0.0%[57.5 µM]	2%	i	i
Clc1ccc(CSC2=NCCCN2)cc1Cl	-11%	10%	-6%	4%	-2%	4%	-33%	-0.7%	-4%	i	i
O=C(CCn1c(=O)sc2ccccc21)NCCCn1ccnc1	-21%	0%	14%	0%	0%	4%	0%	-1.2%	2%	i	i
CCCCn1c(SCc2ncc(-c3ccccc3)o2)nc2cc(S(N)(=O)=O)ccc21	?	-5%	5%	-10%	35%	-29%	-1%	-0.9%	-12%	i	i
CCCOc1ccc(C(CC(=O)O)NC(=O)c2ccc3c(c2)OCO3)cc1 (stereo not given)	1%	-6%	12%	-2%	12%	3%	2%	-0.2%	-3%	i	i
Cc1ccc(S(=O)(=O)c2cc3c(=O)n4ccccc4nc3n(Cc3ccco3)c2=N)cc1	?	10%	13%	-1%	464%	-22%	-2%	-4.3%	0%	i	?
Cc1ccc(C)c(OCC(O)CN2CCCCC2C)c1 (stereo not given)	-9%	12%	-5%	0%	-1%	5%	-1%	-0.5%[57.5 µM]	0%	i	i
CO[C@@H]1/C=C\CC(=O)N[C@@H](C)C(=O)OC[C@@H](OC)[C@H](C)CCCC(=O)OC[C@H]1C	.	-3%[11.4 µM]	9%[11.5 µM]	.	.	-7%[11.4 µM]	2%[11.4 µM]	3.0%[9.22 µM]	.	.	.
Fc1cccc(CSc2nc3ccncc3[nH]2)c1	-1%	5%	-13%	-10%	-1%	13%	-27%	-1.3%	0%	.	.
CC(C)Cn1c(N)c(C(=O)COC(=O)c2ccc3c(c2)OCCO3)c(=O)n(C)c1=O	?	2%	-4%	2%	9%	-10%	-4%	-0.2%[57.5 µM]	0%	i	?
CC(=O)c1c(C)n(CC(=O)NCc2ccc3c(c2)OCO3)c2ccccc12	-6%	11%	-13%	-1%	-1%	-10%	0%	0.3%	-2%	i	i
COCCNC(=O)c1cc(-c2cccs2)on1	12%	-8%	-12%	0%	6%	4%	-19%	0.3%	0%	.	.
CCOC(=O)/C=C(\C)Nc1cc(C)nn1-c1ccccc1	6%	11%	-2%	0%	9%	0%	2%	-3.8%	-1%	.	.
CCNc1ncc2nc(-c3ccccc3)c(=O)n(Cc3cccc(OC)c3)c2n1	?	14%	0%	-1%	42%	-5%	-1%[11.4 µM]	2.1%	-4%	i	i
C=CCN1C(=O)C2C(C(=O)NC)C3C=CC2(O3)C1C(=O)NCc1ccc(OC)cc1 (stereo not given)	0%	-5%	2%	-1%	2%	11%	2%	-0.4%[57.5 µM]	3%	i	i

The list is partial. The share of hits here may be higher or lower than overall.
